Screening results from PubChem.
Shn3 3UTR inh – inhibitors of Schnurri-3 3'UTR reporter in osteoblasts | Clone20 osteoblast Shn3 3'UTR firefly luciferase, 24 h | inhibition, % at 12.5 µM | hit rate 0.52% among 360,000;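 active = mean inhibition of at least 75% with every replicate also reaching 75%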;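 note: 0% = median of neutral control wells and 100% = pilot-screen positive control compound; some compounds past the cut are filed as inactive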
TRAIL sens C8 – caspase-8 TRAIL sensitization. NB7+C8 cells + TRAIL, ATPlite viability luminescence. inhibition (viability loss, TRAIL sensitization), % at 10 µM. hit rate 1% among 360,000. AID 624354;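 active = compounds causing at least 50% loss of cell viability in the single-dose screen, relative to plate controls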
KKLEB cytotox – counter-screen for CF NF-kB inhibitors: cytotoxicity | hit rate 0.36% among 360,000 | activity change (cytotoxicity), % at 5 µM | KKLEB CF airway cells viability, ATPlite luminescence, overnight; active compounds read low; cells stimulated with P. aeruginosa culture filtrate | AID 602141;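 active = corrected activity change at or below -50% at 5 µM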
CF NFkB inh – blocks PAF-induced NF-kB reporter in cystic fibrosis cells. AID 588850. KKLEB NF-kB-GFP reporter, GFP fluorescence overnight. inhibition, % at 5 µM. hit rate 0.86% among 360,000;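 active = at least 50% inhibition at 5 µM, scaled per plate between neutral and stimulator controls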;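 note: PAF is a Pseudomonas aeruginosa culture filtrate used as stimulus; plate controls were PAF-stimulated DMSO wells for no effect and unstimulated DMSO wells for full effect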
HIF-2a inh – blocks HIF-2a reporter activity; 786-0 RCC cells HIF-2a reporter, luciferase luminescence, overnight; inhibition, % at 18.8 µM; hit rate 0.72% among 360,000; AID 624352;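 active = inhibition of the luminescence signal of 40% or more relative to plate controls, in a single-dose primary screen at 18.75 µM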
TRPM1 prom inh – inhibitors of MITF-driven TRPM1 promoter in melanoma cells | inhibition, % at 12.5 µM | AID 488899 | SK-MEL-5 TRPM1 promoter luciferase, 24 h | hit rate 0.83% among 330,000;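 active = mean inhibition across replicates of 60% or more, whatever share of single replicates reaches that level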; note: values of inactives mirror those of a sister screen read the other way
TROY signal inh – TROY signaling inhibition; hit rate 0.98% among 360,000; Q293 LMP1-TROYcd NF-kB luciferase reporter, 4 h; inhibition, % at 10 µM;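 active = compounds whose plate-normalised and pattern-corrected inhibition of the luciferase reporter signal at the single screening dose is 50% or more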
Peg3 promoter – reduces Peg3 promoter-driven luciferase expression in HeLa. HeLa PEG-Prom luciferase reporter, luminescence, overnight. inhibition, % at 20 µM. hit rate 1.7% among 360,000. AID 588405;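 active = inhibition of at least 50% at 20 µM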
NR2E3 ag-1 – agonists of human nuclear receptor NR2E3; Q9Y5X4; GST-NR2E3/biotin-RetCOR TR-FRET, 1536-well; inhibition of corepressor binding, % at 4.78 µM; hit rate 0.12% among 320,000; AID 2300;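 active = percent inhibition above the cutoff of mean plus 3 SD of all tested compounds, set per screening campaign, cut at about 20% in these data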;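 note: 0% = DMSO wells and 100% = biotin wells as full block of FRET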
Target sequence (Q9Y5X4 whole entry, looked up): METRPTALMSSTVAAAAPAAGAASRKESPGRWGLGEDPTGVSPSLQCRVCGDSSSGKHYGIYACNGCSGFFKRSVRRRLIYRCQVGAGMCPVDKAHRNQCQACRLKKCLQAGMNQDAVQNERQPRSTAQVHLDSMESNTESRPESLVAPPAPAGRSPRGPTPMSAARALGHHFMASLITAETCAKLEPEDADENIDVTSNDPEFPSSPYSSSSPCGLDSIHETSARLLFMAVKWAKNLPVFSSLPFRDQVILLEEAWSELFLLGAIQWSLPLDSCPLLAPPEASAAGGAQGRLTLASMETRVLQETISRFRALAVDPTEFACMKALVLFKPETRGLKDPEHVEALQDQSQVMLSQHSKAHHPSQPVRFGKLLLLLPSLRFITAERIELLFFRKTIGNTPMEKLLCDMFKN
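Material – GST-tagged NR2E3 plus biotinylated RetCOR corepressor · Quantity – NR2E3 fusion 1.35 nM · Times – 5 h incubation at 4 °C · Medium – pH 7.5 Tris-based buffer · Technique – TR-FRET, Eu(K)-anti-GST donor, streptavidin-D2 acceptor, ex 340, em 617/671 nm · Benchmarks – high control biotin, low control 0.6% DMSO · Format – 1536-well plates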
NR2E3 ag-2 – human photoreceptor-specific nuclear receptor agonism | Q9Y5X4 | CHO-S Gal4-NCOR/VP16-NR2E3 two-hybrid, luciferase | inhibition of corepressor binding, % at 3.98 µM | hit rate 0.35% among 360,000 | AID 602229;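 active = inhibition above the mean of all tested compounds plus 3 SD, cut at about 70% in these data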;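 note: 0% = DMSO with NR2E3 transfected cells and 100% = cells lacking NR2E3 construct; higher means lower luciferase signal from less NR2E3 corepressor binding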
TWEAK-Fn14 inh – TWEAK-Fn14 signaling inhibition. TWEAK-stimulated Fn14 reporter cells, luciferase luminescence, 8 h. hit rate 2% among 360,000. inhibition, % at 10 µM; in the data active = inhibition above about 50%
The depositor's hits bear a star; . = no result given.

SMILES	Shn3 3UTR inh	TRAIL sens C8	KKLEB cytotox	CF NFkB inh	HIF-2a inh	TRPM1 prom inh	TROY signal inh	Peg3 promoter	NR2E3 ag-1	NR2E3 ag-2	TWEAK-Fn14 inh
CC1(C(=O)NC2CCCC2)CCC(=O)N1CCOc1ccccc1 (stereo not drawn)	6	2	-4	-16	7	.	4	11	.	-2	4
O=C1C(C=NCc2ccccn2)=C(O)c2ccccc21	-99	10	0	11	-241	-40	1	-218	1	-80	1
CCc1ccc(N(CC(=O)NCc2cccnc2)S(=O)(=O)c2ccccc2)cc1	7	-3	8	-37	11	9	6	10	2	4	2
FC(F)(F)c1nc2ccccc2nc1N/N=C/c1ccc(Cl)cc1	-5	0	4	4	-119	-6	-35	-53	-1	1	8
O=C(NCCCCNC(=O)C1CCCC1)C1CCCC1	9	-8	-1	-31	7	8	-13	7	1	-13	-10
O=C1CC(C(=O)N(c2ccccc2)C(C(=O)NC2CCCC2)c2ccncc2)CS1 (stereo not drawn)	19	-10	-6	-7	16	0	4	3	-1	-9	20
Nc1nc(Br)c2c(F)cccc2c1-c1ccccc1	8	6	-9	23	-3	-5	-21	7	2	-19	-28
CN(NS(=O)(=O)c1ccc(Cl)cc1)c1cnn(C)c(=O)c1Cl	13	-6	-3	-4	9	-3	-4	15	-2	-19	13
Cn1c(COc2ccc(F)cc2)nc2ccccc21	-161	9	0	-11	-358	-69	-73	-379	-2	-56	-30
CCN(CC)CCN(Cc1cc2cc(C)ccc2[nH]c1=O)C(=S)Nc1ccccc1	11	-2	-1	-22	0	-9	32	-7	2	-14	3
Cc1ccccc1NC(=O)COC(=O)c1cc(S(=O)(=O)N2CCOCC2)ccc1C	-5	4	-3	14	8	14	-1	-3	1	-11	-14
NC(=O)CC(NC(=O)Cc1ccc(Br)cc1)c1ccc(NCCc2ccc(Cl)cc2)c([N+](=O)[O-])c1 (stereo not drawn)	1	0	2	-48	3	9	15	15	.	-21	-26
COCCCN1C(=O)C(CC(=O)NCC2CCCCC2)CC(C(=O)N(C)C)=C1C (stereo not drawn)	-18	-2	28	-27	4	.	7	0	.	-32	20
CC(C)(C)NC(=O)CSc1nc(O)cc(=O)n1-c1ccccc1	-8	16	5	17	9	5	-5	-13	0	-18	5
CCCCS(=O)(=O)Nc1ccc2ncn(C)c(=O)c2c1	-17	-14	-15	17	-4	9	5	-4	-1	2	-14
O=C(Oc1coc(CSc2ncccn2)cc1=O)c1ccc(Br)o1	-6	0	8	-2	5	14	-5	3	2	9	1
O=C(NC1CCN(C(=O)NCc2ccccc2)CC1)c1cccc(F)c1	3	10	12	-8	15	5	0	8	0	-1	16
CCOc1ccc(NC(=O)c2c(OC)cccc2OC)cc1	-6	1	-2	-11	-1	14	4	8	-2	-2	-4
Cc1nnc(SCCCn2c(N3CCCCC3)nc3c2c(=O)[nH]c(=O)n3C)s1	-14	3	6	0	12	-7	7	11	5	-15	-2
O=C(COC(=O)c1cccc(S(=O)(=O)N2CCCC2)c1)Nc1ccc(Cl)cc1	4	-3	6	14	2	.	10	-4	.	-9	13
Cc1onc(-c2ccccc2Cl)c1C(=O)Nc1ccc(-c2nnc3n2CCCCC3)cc1	-1	-4	1	15	13	-8	-2	11	-3	10	99*
O=C(Nc1ccccc1)C1CCN(C(=O)c2ccccc2)CC1	-6	6	3	3	6	5	-12	5	-1	1	-5
O=C(Nc1ccccc1Cc1ccccc1)c1ccccc1NS(=O)(=O)c1ccc(Cl)s1	83	42	-49	63*	14	-14	68*	35	2	98*	58*
Cn1cnnc1SCC(=O)NCCc1ccc(Cl)cc1Cl	-2	-1	5	17	3	5	-5	4	1	-25	-2
CCOc1ccc(/C=N/Nc2nncc(-c3ccccc3)n2)cc1OC	2	1	21	23	-24	-12	9	-39	2	-3	-1
Remaining list, next part:
SMILES	Shn3 3UTR inh	TRAIL sens C8	KKLEB cytotox	CF NFkB inh	HIF-2a inh	TRPM1 prom inh	TROY signal inh	Peg3 promoter	NR2E3 ag-1	NR2E3 ag-2	TWEAK-Fn14 inh
O=C1CC(N2CCN(c3ccc(F)cc3)CC2)C(=O)N1c1ccc2c(c1)OCO2 (stereo not drawn)	13	-7	-29	2	3	4	6	-3	0	-23	-3
CCN(CC)S(=O)(=O)c1ccc(Cl)c(C(=O)Oc2cccnc2)c1	-6	7	1	3	17	4	7	8	4	-13	-18
COc1cccc(NC(=O)CN(C)C(=O)c2cc(CN3C(=O)c4ccccc4C3=O)ccc2OC)c1	-8	-20	-3	-22	0	17	2	9	.	11	14
CCOC(=O)C(C(=O)OCC)N(C#N)c1nc(C)cc(C)n1	-7	-14	-3	23	9	13	-4	5	2	5	14
CCOC(=O)N/N=C(\C)c1ccc(Oc2ncccn2)cc1	5	-4	0	3	13	8	0	9	-2	-27	28
CCO[C@H]1OC(C(=O)NC2CC2)=C[C@@H](C2CC2)[C@@H]1CCCO	2	1	14	-7	2	3	-12	9	1	-30	4
CC(NC(=O)CSCc1ccc(Br)cc1)c1ccccc1 (stereo not drawn)	-15	-7	2	2	14	5	0	26	-1	-3	4
CN(C)C(CNc1nnnn1-c1ccccc1)c1ccco1 (stereo not drawn)	-7	-3	-3	-1	19	12	-1	6	-4	-16	3
CCN(CC)CCNC(=O)CCc1nn(C)c(=O)c2ccccc12	21	-6	8	-11	12	-7	-2	11	-5	0	6
Nc1n[nH]c(-c2ccccc2)c1-c1ccccc1	16	-1	-3	3	-1	4	12	-5	1	-10	2
Cc1nnc(SC(C)C(=O)Nc2nccs2)s1 (stereo not drawn)	-18	2	4	-17	16	23	9	-1	4	7	-12
Cn1c(=N)n(CC(=O)c2ccccc2)c2ccccc21	15	81*	-16	-20	-63	.	33	-92	2	-141	45
C/C(=N\NC(=O)c1ccccc1F)c1ccc(C#N)cc1	-71	8	-3	-30	-262	-66	-37	-231	-2	-86	-4
O=[N+]([O-])c1ccc(Sc2ncccn2)c([N+](=O)[O-])c1	-11	19	-23	37	1	35	14	11	-2	-18	54*
O=C1CC(c2ccccc2)CC(O)=C1C=Nc1cccc(Cl)c1 (stereo not drawn)	83	1	-7	31	6	4	3	1	0	-14	21
Cc1ccc(Cc2c(C)nc3nc(SCC(=O)NCCCN4CCOCC4)nn3c2C)cc1	14	-10	-20	6	11	4	-4	-7	1	-52	4
CN(C)CCNC(=O)/C(=C/c1ccc(-c2cccc(Cl)c2)o1)NC(=O)c1ccccc1	-3	7	0	-2	11	10	2	4	-5	3	-1
Cc1ccc(C)c(NC(=O)COC(=O)Cc2ccsc2)c1	9	-8	13	-10	12	3	8	2	-4	14	5
CC1CCN(C(=O)CCNC(=O)Cn2cnc3sc4c(c3c2=O)CCCC4)CC1	17	-20	-12	2	15	3	-14	3	1	13	-20
C=CCSC1=C(C#N)C(c2ccccc2C)CC(=O)N1 (stereo not drawn)	-5	1	-4	2	10	6	6	8	0	10	-18
CCN(CC)S(=O)(=O)c1ccc(N2CCCC2)c(NC(=O)Cc2cc(OC)c(OC)c(OC)c2)c1	15	-9	1	6	11	3	7	15	0	-14	-5
CCCS(=O)(=O)NC(=O)C1(C)CCN(C(=O)c2ccc(OC)c(F)c2)C1 (stereo not drawn)	0	-21	-16	18	2	.	11	-15	.	-26	12
COc1cccc(CSc2nc3ccccc3cc2C=O)c1	-8	-12	10	42	-23	56	17	8	0	-23	-8
Cc1ccc(C(=O)Nc2ccc3c(c2)CCC3)cc1	14	79*	-24	-17	18	23	39	-19	4	-96	71*
Cc1ccc(NC(=O)C2CCN(S(=O)(=O)c3cccc(C(F)(F)F)c3)CC2)nc1	-1	24	-2	5	-85	11	8	-33	-1	20	-2

Reprinted from the part before: two compounds, then new ones.
SMILES	Shn3 3UTR inh	TRAIL sens C8	KKLEB cytotox	CF NFkB inh	HIF-2a inh	TRPM1 prom inh	TROY signal inh	Peg3 promoter	NR2E3 ag-1	NR2E3 ag-2	TWEAK-Fn14 inh
Cc1ccc(C(=O)Nc2ccc3c(c2)CCC3)cc1	14	79*	-24	-17	18	23	39	-19	4	-96	71*
Cc1ccc(NC(=O)C2CCN(S(=O)(=O)c3cccc(C(F)(F)F)c3)CC2)nc1	-1	24	-2	5	-85	11	8	-33	-1	20	-2
CCCCn1nnnc1C(c1ccccc1)N1CCN(c2ncccn2)CC1 (stereo not drawn)	.	-14	.	.	10	.	0	.	.	-10	-3
CCCC(=O)N1CCN(c2ccc(NC(=O)c3sc4ccccc4c3Cl)cc2)CC1	-1	-10	13	-16	-24	0	25	-39	-4	-34	-63
Cc1c(Cl)cnc(NC(=O)COC(=O)c2cccc(S(=O)(=O)N3c4ccccc4CC3C)c2)c1Cl (stereo not drawn)	10	20	-9	0	19	1	24	14	2	-28	-64
O=C(NCCc1ccccc1)c1ncn[nH]1	-11	-19	9	17	-24	2	3	-11	1	-6	9
CC(=O)N(CN1C(=O)c2ccccc2C1=O)c1ccc2c(c1)oc1ccccc12	-23	0	10	3	9	-7	17	3	-1	14	-26
Cc1ccc(NC(=O)/C(=C/C=C/c2ccccc2)NC(=O)c2ccccc2)cc1	10	8	-7	11	-8	-29	1	-4	-1	-4	-1
O=C(Nc1ccc2c(c1)CCC2)c1cccc(S(=O)(=O)Nc2ccccc2Cl)c1	6	9	5	18	-9	8	31	-7	2	-17	26
O=C1NC(=O)c2cc(Br)cc3cccc1c23	15	-8	11	-127	4	-4	-2	-22	1	-12	-68
O=Nc1c(O)n(Cc2cccc(C(F)(F)F)c2)c2ccccc12	19	0	-16	51*	28	2	20	38	-5	5	18
COc1ccc(C(C(=O)NC2CCCC2)N(C(=O)c2ccco2)c2ccccc2C(C)=O)cc1OC (stereo not drawn)	0	2	8	-7	17	5	-6	2	0	-18	38
CN1OC[C@@H]2CN(C(=S)NCCc3ccccc3)[C@H](c3ccc(-n4ccnc4)cc3)C[C@@H]21	-5	6	-1	15	18	.	-20	9	.	-23	-16
CSC1=NCCN1CCOc1ccccc1	-17	-5	-3	2	-2	3	16	-8	2	24	7
Cc1csc(=O)n1CCC(=O)OCC(=O)Nc1ccc(N2CCOCC2)cc1	-19	-18	4	-1	-5	.	3	-1	.	-4	-9
O=[N+]([O-])c1cccc2ccc(/C=C/c3ccc(Cl)cc3)nc12	-39	2	-3	-11	-209	-12	-93	-165	-4	-75	0
O=C(O)CC1(CC(=O)Nc2ccc(Cl)cc2C(=O)c2ccccc2)CCCC1	-9	2	-12	7	15	-10	2	5	4	4	-5
CC(=O)Nc1ccc(/C=C(\C#N)C(N)=O)cc1	.	0	8	13	3	-17	-7	-10	2	-28	-11

Shown bar-delimited: entries from further up.
Compound | Shn3 3UTR inh | TRAIL sens C8 | KKLEB cytotox | CF NFkB inh | HIF-2a inh | TRPM1 prom inh | TROY signal inh | Peg3 promoter | NR2E3 ag-1 | NR2E3 ag-2 | TWEAK-Fn14 inh
CCCC(=O)N1CCN(c2ccc(NC(=O)c3sc4ccccc4c3Cl)cc2)CC1 | -1 | -10 | 13 | -16 | -24 | 0 | 25 | -39 | -4 | -34 | -63
Cc1c(Cl)cnc(NC(=O)COC(=O)c2cccc(S(=O)(=O)N3c4ccccc4CC3C)c2)c1Cl (stereo not drawn) | 10 | 20 | -9 | 0 | 19 | 1 | 24 | 14 | 2 | -28 | -64

These rows are one share of the data, so the mix of outcomes need not match the whole.
